High-throughput results: PubChem, National Center for Advancing Translational Sciences (NCATS)
12-LOX inh: Primary qHTS assay for inhibitors of human arachidonate 12S-lipoxygenase (ALOX12): Round 2; Polyunsaturated fatty acid lipoxygenase ALOX12 (Homo sapiens), P18054; purified 12hLO, xylenol orange hydroperoxide absorbance; Potency, µM (series often up to 108 µM), for the others: at the highest dose activity change, negative = inhibition, hits mostly inhibitors; hit rate 1.1% among 580,000; AID 1671190, 2021; further: potency means the concentration at half of the fitted maximal effect; on the % scale 0 is the no-effect control and ±100 the full control effect
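Purified human 12hLO (150 nM final) in 25 mM Hepes, 0.01% Triton X-100, pH 7.0 was preincubated 15 min at room temperature with compound. Then 40 uM arachidonic acid was added, 30 min. Hydroperoxide was read by Fe-XO absorbance ratio 573/405 nm.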
Vif-A3G inh: qHTS for Inhibitors of Vif-A3G Interactions: qHTS; hit rate 0.076% among 410,000; DNA dC->dU-editing enzyme APOBEC-3G (Homo sapiens), Q9HC16; AID 602310, 2012; HeLa A3G-eYFP + Vif (tagged APOBEC3G with the HIV-1 protein that degrades it), YFP fluorescence, overnight; Potency, µM (top dose mostly 46.1 µM), without a hit: at the top dose activity, negative = active, actives largely listed as inhibitors;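 further: potency means the concentration at half of the fitted maximal effect; on the % scale 0 is the no-effect control and ±100 the full control effect; nearly all actives have a fitted effect of over 60% in size; hits raise eYFP signal because A3G escapes Vif-driven loss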
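Read-out is eYFP fluorescence (Ex 488/Em 500-530) from Vif-expressing HeLa A3G-eYFP cells; more signal means A3G escaped Vif-mediated degradation. Cells plated overnight, compound pinned in, incubated overnight at 37 deg C.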
Vif-APOBEC3F blk: qHTS for Inhibitors of Vif-A3F Interactions: qHTS; hit rate 0.2% among 390,000; Potency, µM (titrated, usually from 46.1 µM), without a hit: at the highest dose activity, negative = active; AID 602313, 2012; HeLa A3F-eYFP + Vif (tagged APOBEC3F with the HIV-1 protein that degrades it), YFP fluorescence increase; further: potency means the concentration at half of the fitted maximal effect; % of control where 0% means no effect; nearly all actives have a fitted effect of over 65% in size
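HeLa cells stably expressing A3F-eYFP plus Vif, plated and incubated overnight at 37 deg C, then exposed to compounds overnight at 37 deg C. Blocked degradation read as raised yellow fluorescence (Ex 488/Em 500-530).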
ERG Ets-DNA blk: qHTS for Small Molecule Inhibitors of the ERG Ets/DNA interaction; AID 624246, 2012; Transcriptional regulator ERG (Homo sapiens), P11308; Potency, µM (highest dose often 76.9 µM), for the others: top-dose FP activity, negative = inhibition, most hits filed as inhibitors; hit rate 0.028% among 370,000; fluorescence polarization, His-ERG Ets domain / labelled DNA; active means well fitted inhibition curve with a large enough effect in the polarisation, with a control signal flat; inconclusive means small, poorly fitted or top-dose-only effect, or effect the other way, or a change in a side signal; inactive means no such curve, though single readings can be large or run the other way; the % refers to the polarisation;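 further: polarization taken with two DNA probes labelled with fluorescein and Texas red; potency means the concentration at half of the fitted maximal effect; % of control where 0% means no effect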
Target sequence (P11308 whole entry, looked up, the tested form may be a part): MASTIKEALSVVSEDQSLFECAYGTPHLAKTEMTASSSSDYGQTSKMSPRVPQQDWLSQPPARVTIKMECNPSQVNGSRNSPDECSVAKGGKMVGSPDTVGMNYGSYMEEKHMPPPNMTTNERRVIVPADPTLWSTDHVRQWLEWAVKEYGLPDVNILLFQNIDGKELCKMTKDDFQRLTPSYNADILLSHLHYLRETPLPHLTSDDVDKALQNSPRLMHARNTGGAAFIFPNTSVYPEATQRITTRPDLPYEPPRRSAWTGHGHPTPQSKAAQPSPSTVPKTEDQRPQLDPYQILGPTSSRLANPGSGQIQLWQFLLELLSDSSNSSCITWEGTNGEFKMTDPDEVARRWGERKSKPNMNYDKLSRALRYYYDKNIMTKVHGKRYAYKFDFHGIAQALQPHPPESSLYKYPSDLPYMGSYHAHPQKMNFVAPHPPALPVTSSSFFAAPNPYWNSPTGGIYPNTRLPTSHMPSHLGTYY
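His-tagged ERG Ets domain (1 uM in the protein solution; 300mM KCl, 50mM Tris-HCl, 1mM EDTA, 1mM DTT, pH 7.5) received compound, then a probe mix of 5 nM fluorescein-DNA and 100nM Texas-615-DNA. Fluorescence polarization was read for both dyes.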
RGS4 inh: Inhibitors of Regulator of G Protein Signaling (RGS) 4: qHTS. Regulator of G-protein signaling 4 (Homo sapiens), P49798. Transcreener GDP fluorescence polarization, RGS4-accelerated GTP hydrolysis. Potency, µM (titrated, usually from 114 µM), without a hit: at the highest dose activity change, negative = inhibition, most hits filed as inhibitors. hit rate 0.039% among 390,000. AID 504845, 2011; further: potency means the concentration at half of the fitted maximal effect; on the % scale 0 is the no-effect control and ±100 the full control effect; nearly all actives have a fitted effect of over 75% in size; some results filed as inactive show a strong effect at the top dose
Target sequence (P49798 whole entry, looked up): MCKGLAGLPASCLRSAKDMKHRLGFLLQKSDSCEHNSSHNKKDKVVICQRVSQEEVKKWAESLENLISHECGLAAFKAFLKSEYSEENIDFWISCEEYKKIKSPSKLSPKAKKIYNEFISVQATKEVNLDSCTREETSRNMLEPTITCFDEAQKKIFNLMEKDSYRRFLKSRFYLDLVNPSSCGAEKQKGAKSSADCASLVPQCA
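MLSMR compounds (23 nl, pin-transferred) preincubated 10 min at room temperature with a 500nM (2x) first reagent, then RGS4 at 900nM (2x) plus Transcreener GDP mix added; fluorescence polarization (620/688 nm) read before and after 90 min at 30 °C.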
D2 antagonist: HTS Assay for Allosteric Antagonists of the Human D2 Dopamine Receptor: Primary Screen for Antagonists. hit rate 2% among 340,000. HEK293 TREx D2 cells, calcium flux, dopamine EC80. D(2) dopamine receptor (Homo sapiens), P14416. inhibition, % at 10 µM. AID 485344, 2010; in the data active means inhibition above about 30%; further: 0% is about no effect
Target sequence (P14416 whole entry, looked up): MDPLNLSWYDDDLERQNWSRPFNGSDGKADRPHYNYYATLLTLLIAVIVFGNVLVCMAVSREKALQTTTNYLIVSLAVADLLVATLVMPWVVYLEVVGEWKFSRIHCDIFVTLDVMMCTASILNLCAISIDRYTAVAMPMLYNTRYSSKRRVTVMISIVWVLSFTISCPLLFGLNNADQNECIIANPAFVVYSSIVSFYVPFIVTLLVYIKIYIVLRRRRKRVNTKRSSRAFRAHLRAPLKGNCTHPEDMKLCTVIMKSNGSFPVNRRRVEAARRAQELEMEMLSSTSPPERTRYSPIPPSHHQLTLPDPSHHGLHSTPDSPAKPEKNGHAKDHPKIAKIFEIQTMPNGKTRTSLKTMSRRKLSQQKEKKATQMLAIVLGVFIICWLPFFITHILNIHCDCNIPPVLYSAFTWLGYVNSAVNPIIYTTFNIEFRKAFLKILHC
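Compounds are added to dye-loaded, induced HEK293 T-REx cells coupled to calcium release via D2; after a 3 min kinetic read an EC80 dopamine stimulus is given and fluorescence is recorded for 3 more min.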
LDHA block: qHTS assay for inhibitors of human lactate dehydrogenase; L-lactate dehydrogenase A chain (Homo sapiens), P00338; purified LDHA, NADH/diaphorase-resazurin fluorescence; stronger effect = lower value; activity change, % (values are at about 110 or 230 µM); hit rate 0.15% among 480,000; in the data active means activity change below about -30%; inconclusive means mostly about -25% to -30%;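 further: plate controls were DMSO wells for no effect and wells without enzyme for full effect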
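LDH5 2 nM; NADH 0.06 mM, pyruvate 0.2 mM; 200 mM Tris pH 7.4, EDTA, Tween-20; 5 min RT. Detection: diaphorase 0.133 mg/mL + resazurin 37 µM, fluorescence ex540/em590 at 0 and 20 min; normalized to enzyme-free and DMSO wells.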
D2 agonist: HTS Assay for Allosteric Agonists of the Human D2 Dopamine Receptor: Primary Screen for Agonists; HEK293 T-REx D2 cells, calcium flux agonist mode; activation, % at 2 µM; hit rate 0.53% among 340,000; AID 485358, 2010;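 active means activation over 3 SD above normal in the single-dose calcium agonist read, cut at about 30% in these data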; further: 0% is about no effect
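Agonism is scored from calcium flux in a force-coupled, inducible HEK293 cell line expressing D2, read kinetically for 180 s after compound addition against dopamine controls.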
Glioma ERSR ind: qHTS for Inducers of the Endoplasmic Reticulum Stress Response (ERSR) in Human Glioma: qHTS | U87-MG GRP78 promoter luciferase reporter, 16 h | Potency, µM, for inactives: at the highest dose activation, hits mostly activators | hit rate 0.02% among 420,000 | AID 602332, 2012; further: potency means the concentration at half of the fitted maximal effect; series mostly up to about 76 µM; % of control where 0% means no effect; nearly all actives have a fitted effect of over 35% in size
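Stably transfected U87-MG glioma cells carrying a GRP78-based luciferase sensor; 16 h compound incubation. Luminescence end-point read 10 min after Bright-Glo addition at room temperature.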
* marks the source's active call; other numbers are inactive results; u = inconclusive; x = no result given; & = joins results of further samples; ! = not active in a repeat; [ ] = remark or other dose. Unless noted, the call rests on the fitted dose curve; in most records, active means well fitted curve in the direction sought with a large enough effect; inconclusive means small, poorly fitted or top-dose-only effect, or another doubt; inactive means no such curve, though single readings can be large; an effect the other way counts as inactive or inconclusive. A portion of the library; rates above refer to the full screens.

SMILES	12-LOX inh	Vif-A3G inh	Vif-APOBEC3F blk	ERG Ets-DNA blk	RGS4 inh	D2 antagonist	LDHA block	D2 agonist	Glioma ERSR ind
Cc1[nH]c(-c2ccco2)nc1C(=O)O	u	0%	-9%	-8%	-8%	-9	7	0.2	-3%
Cc1c(C(=O)N(Cc2ccc(N(C)C)cc2)Cc2ccco2)oc2cc(Br)ccc12	-23%	x	x	0%	-10%	x	1	0.3	x
Cc1ccc(N2CC(C(=O)Nc3nccs3)CC2=O)cc1Cl (centres undefined)	-20%	-7%	u	7%	20%	3	-2	0.2	u
CSc1ccc(CNC(=O)C2(C)CCCN2CC(C)C)cc1 (centres undefined)	-12%	-6%	x	x	x	x	2	x	-1%
COc1ccc(/C=C2\SC(=O)N(CCCC(=O)Nc3ccc(C(=O)O)cc3)C2=O)cc1OC	18%	0%	0%	0%	-7%	-1	4	0.5	-7%
CCCC1=C(C(=O)OCC)C(c2ccc(OC)c(C)c2OC)C(C#N)=C(N)O1 (centres undefined)	u	-4%	-3%	5%	4%	-27	5	13	-5%
CC(C)NC(=O)CN1C(=O)COc2ccc(S(=O)(=O)N3CCCCCC3)cc21	-5%	6%	4%	7%	7%	x	-6	0.0	-4%
COc1ccc(-c2noc(-c3ccccc3NC(=O)c3cc(OC)c(OC)c(OC)c3)n2)cc1	-22%	1%	0%	6%	-24%	x	-18	0.7	-2%
O=S(=O)(NC1CCCC1)c1ccc(-n2cnnn2)cc1	-8%	3%	-8%	0%	25%	x	-5	x	-4%
O=C(Nc1nnc(/C=C/c2ccccc2)s1)c1ccco1	10%	1%	2%	1%	8%	-10	-11	0.9	2%
Cn1c(COc2ccc3ccccc3c2)nnc1SCC(N)=O	28%	2%	1%	-2%	7%	7	-1	-0.5	-6%
C(=N\c1nccs1)/Nc1nccs1	u	-1%	-4%	0%	-21%	11	-4	0.2	0%
O=C1CCC/C1=c1\s/c(=C/c2cccnc2)c(=O)n1-c1ccccc1	u	-1%	2%	14%	7%	x	-4	x	1%
CC(C)C1C(=O)Nc2ccc(S(=O)(=O)NCCc3ccc(Cl)cc3)cc21 (centres undefined)	u	3%	-1%	-1%	-4%	x	1	1.0	-4%
O=[N+]([O-])c1cccc2[nH]ncc12	-13%	1%	9%	x	8%	x	-2	x	-1%
CC(=O)Nc1ccc(S(=O)(=O)N2CCC(c3nnc(-c4ccc(C)cc4)o3)CC2)cc1	-26%	2%&2%	u	-1%&1%	-27%&-36%	-17	-1&0	0.0	7%&-2%
CC(=O)Nc1ccc(Sc2ccccc2C(=O)O)c(C(=O)O)c1	0%	3%	8%	3%	5%	-6	0	0.3	-2%
Cc1cccc(NC(=S)NNC(=S)NC2CCCCC2)c1C	-12%	3%	-22%	-7%	-40%	-7	-13	-0.4	1%
COC(=O)c1sc2cc(C(F)(F)F)cnc2c1-c1ccccc1	8%[57.4 µM]	-5%	-8%	x	-16%	5	-3	0.4	-3%
CCOC(=O)N1CCN(C(=O)c2noc3c2COc2ccccc2-3)CC1	5%	1%	-4%	5%	8%[56.9 µM]	-8	-2	-0.4	3%
O=C(NNc1nc2ccccc2s1)c1ccccc1F	-14%	3%	0%	x	-39%	x	10	x	0%
CCOc1cc(C(=O)N/N=C/c2cn(-c3ccccc3)nc2-c2cc3ccccc3o2)cc(OCC)c1OCC	13%	1%	6%	-10%	-14%	x	-1	x	6%
CC(C)c1ccc(NC(=O)[C@H]2CSCN2C(=O)[C@@H]2CCC(=O)N2)cc1	-11%	0%	1%	-3%	29%	20	-4	0.1	-1%
Cn1c(=O)c2c(nc(N/N=C/c3cccs3)n2C)n(C)c1=O	0%	4%	6%	2%	-9%	-4	-1	0.4	-1%
COc1ccc(-c2nnc3cccc(Cl)n23)c(OC)c1	4%	2%	2%	18%	-16%	-4	-6	0.5	0%

Ordered by molar mass (ascending): 3 of the compounds above.
SMILES	12-LOX inh	Vif-A3G inh	Vif-APOBEC3F blk	ERG Ets-DNA blk	RGS4 inh	D2 antagonist	LDHA block	D2 agonist	Glioma ERSR ind
COc1ccc(-c2nnc3cccc(Cl)n23)c(OC)c1	4%	2%	2%	18%	-16%	-4	-6	0.5	0%
CSc1ccc(CNC(=O)C2(C)CCCN2CC(C)C)cc1 (centres undefined)	-12%	-6%	x	x	x	x	2	x	-1%
Cc1ccc(N2CC(C(=O)Nc3nccs3)CC2=O)cc1Cl (centres undefined)	-20%	-7%	u	7%	20%	3	-2	0.2	u

(further entries)
SMILES	12-LOX inh	Vif-A3G inh	Vif-APOBEC3F blk	ERG Ets-DNA blk	RGS4 inh	D2 antagonist	LDHA block	D2 agonist	Glioma ERSR ind
Cc1cc(C)c2c(n1)nn1c(-n3ccnc3)cc(C)nc21	17%	1%	8%	-1%	21%[11.4 µM]	0	6	0.9	-3%
COc1cc(C2CC(=O)c3c([nH]c(C(=O)OCC4CCCCC4)c3C)C2)cc(OC)c1OC (centres undefined)	-9%	10%	4%	-9%	2%	x	4	x	-1%
Cc1cc(C)cc(NC(=O)COC(=O)CC2CCCC2)c1	167%[activator]	-3%	0%	x	7%	-9	2	-1.7	-3%
CC1(C(=O)Nc2ccc3c(c2)OCO3)CCN1C(=O)C1(c2ccc(Cl)cc2)CC1 (centres undefined)	-4%	-1%	x	x	x	x	-1	x	-1%
CSCCC(NC(=O)c1ccco1)C(=O)Nc1ccncc1 (centres undefined)	x	-1%	0%	-4%	-13%	-4	-2	0.3	-6%
CCCn1c(C(C)NS(=O)(=O)c2ccccc2)n[nH]c1=S (centres undefined)	-18%	5%	4%	-4%	-2%	x	-7	x	-6%
Cc1cc(C)nc(NC(=O)c2ccc(Cl)cc2)n1	-5%	0%	-5%	1%	-25%	-5	-1	0.0	0%
CCn1nnnc1NCc1ccc(SC)cc1	u	-3%	1%	-2%	14%	-1	-3	0.4	-2%
Cc1ccc(OCC(O)Cn2c(N3CCCCC3)nc3c2c(=O)[nH]c(=O)n3C)cc1C (centres undefined)	3%	-1%	1%	-1%	-9%	1	-3	0.2	-3%
COc1cccc(CN2CCNC(=O)C2CC(=O)NCc2cn3ccccc3n2)c1OC (centres undefined)	8%	0%	8%	18%	27%	19	1	-0.2	-5%
C[C@H]1CN([C@@H](C)CO)C(=O)CCCn2nncc2CO[C@H]1CN(C)S(=O)(=O)c1ccccc1F	u	2%	-8%	x	x	x	-20	x	-5%
Clc1cccc(-c2nn3c(Cn4cnc5ccccc54)nnc3s2)c1	10µM*!	0%	-9%	-2%	u	34*	5&-1	2.9	-5%
O=c1[nH]c2cc(Cl)cc([N+](=O)[O-])c2c2ccc(Cl)cc12	-24%	3%	2%	x	x	x	6	x	3%
CCOC(=O)N1CCC(Nc2c(-c3ccccc3)c(=O)c2=O)CC1	-12%	0%	4%	-6%	-9%	20	-3	0.4	-5%
CCCN(c1ccc(C(=O)OC)cc1)S(=O)(=O)c1ccccc1	3%	-7%	4%	-2%	-9%	x	-2	x	-1%
COc1cccc(NC(=O)CCC(=O)Nc2cccc(OC)c2)c1	-14%	-9%	-7%	-7%	-26%	15	-8	0.0	-3%
COC(=O)c1ccc(C)c(NS(=O)(=O)c2ccc(C)c([N+](=O)[O-])c2)c1	0%	-31%	-2%	1%	8%[11.4 µM]	8	-7	-1.9	-6%
COc1ccc(-c2cn3c(C)c(C(=O)N4CCN(c5ccccc5)CC4)sc3n2)cc1	18%	0%	-20%	-2%	-8%	x	2	x	-3%
O=C(CNC(=O)c1ccccc1Br)NNC(=O)c1cccs1	-4%	1%	-2%	4%	12%	22	1	0.1	-2%
CC(=O)Nc1cc2ccc(OC(C)=O)cc2oc1=O	443%[activator]	-5%	0%	15%	-1%	10	0	0.8	-2%
NC(=S)Nc1cccc2cnccc12	0%	-1%	-2%	-14%	-14%	-4	-4	-0.4	-2%
CN(Cc1nccn1C)C(=O)CC1C(=O)NCCN1Cc1ccc(F)cc1Cl (centres undefined)	7%	-3%	4%	-8%	-4%	4	0	0.7	-2%
CCCCNc1ccc(-c2nc(-c3ccco3)no2)cc1[N+](=O)[O-]	0%	1%	-3%	2%	-48%	x	-3	-1.6	4%
CCOC(=O)COc1cc2oc(=O)cc(C)c2cc1[N+](=O)[O-]	-2%	1%	-5%	4%	-4%	3	0	0.9	-3%
Cc1cccc(-c2oc(C)c(C)[n+]2[O-])c1	u	2%	-7%	3%	16%	8	-1	0.9	0%
O=C(CSc1nnc2sc3ccccc3n12)NCc1ccco1	4%	u	-18%	-9%	5%	3	-1	0.1	-4%
CN(C(=O)c1cnc(N2CCOCC2)c2ccccc12)c1ccccc1F	-24%	0%	-7%	-1%	18%	x	-3	1.1	-2%
O=C(Nc1ccc(F)c(F)c1)C1=COCCO1	13%	-4%	-9%	-9%	7%	-6	-1	-0.5	2%
